RXFP1 antagonist = antagonists of human relaxin receptor RXFP1 | HEK293-RXFP1, relaxin-stimulated cAMP HTRF, 30 min; active compounds read low | activity change, negative = inhibition, % at 57.5 µM | 350,000 tested, 0.59% active | AID 1259400;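 active = activity change of -60% or lower, but not beyond a set lower limit; inconclusive = change between -60% and -40%, or beyond the set limit; inactive = change above -40%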; also: % is scaled to controls: 0 for no effect and ±100 for the full control effect
D1 potentiator = potentiators of human D1 dopamine receptor; P21728; 360,000 tested, 0.036% active; potentiation, % at 10 µM; HEK293 TREx D1 cells, calcium flux, dopamine EC20 potentiation; AID 504651; in the data active = potentiation above about 30%; also: 0% is about no effect
D2 agonist = D2 dopamine receptor (human) agonism | P14416 | HEK293 T-REx D2 cells, calcium flux agonist mode | activation, % at 2 µM | 340,000 tested, 0.53% active | AID 485358;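 active = activation over 3 SD above normal in the single-dose calcium agonist read, cut at about 30% in these data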; also: 0% is about no effect
Target sequence (P14416 whole entry, looked up): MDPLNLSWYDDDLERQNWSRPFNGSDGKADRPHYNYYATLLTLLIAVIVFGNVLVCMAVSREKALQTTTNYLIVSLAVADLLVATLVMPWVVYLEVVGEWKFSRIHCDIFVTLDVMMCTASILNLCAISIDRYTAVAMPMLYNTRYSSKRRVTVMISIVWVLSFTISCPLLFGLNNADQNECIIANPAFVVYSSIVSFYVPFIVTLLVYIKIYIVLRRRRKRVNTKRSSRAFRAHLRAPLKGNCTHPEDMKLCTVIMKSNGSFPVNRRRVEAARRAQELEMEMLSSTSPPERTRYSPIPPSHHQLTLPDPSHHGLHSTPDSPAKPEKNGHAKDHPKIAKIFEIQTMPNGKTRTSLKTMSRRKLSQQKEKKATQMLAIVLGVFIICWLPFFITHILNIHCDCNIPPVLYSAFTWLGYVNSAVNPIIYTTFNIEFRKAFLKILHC
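Agonism scored from kinetic calcium signal (1 read/sec, 180 s) following compound pin transfer, after a 10 s baseline. Cells: HEK293 Trex line expressing inducible D2 receptor coupled to calcium, dye-loaded after overnight culture at 30 C.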
D2 PAM = positive allosteric modulators of human D2 dopamine receptor. P14416. HEK293 T-REx D2, calcium flux, EC20 dopamine potentiation. potentiation, % at 10 µM. 340,000 tested, 0.34% active. AID 485347;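 active = potentiation over 3 SD above the plate norm, cut at about 30% in these data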; also: 0% is about no effect
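Cells plated with tetracycline inducer and held overnight at 30 C; calcium dye loaded 30–90 min at room temperature; baseline taken, compound added and read 180 s; EC20 dopamine then added and read 180 s.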
TRHR PAM = TRH receptor (human) allosteric enhancement; 360,000 tested, 0.66% active; enhancement, % at 2 µM; P34981; AID 493056; TRHR cells, fluo-8 calcium fluorescence, EC20 TRH enhancement; in the data active = enhancement above about 30%; also: 0% is about no effect
Target sequence (P34981 whole entry, looked up): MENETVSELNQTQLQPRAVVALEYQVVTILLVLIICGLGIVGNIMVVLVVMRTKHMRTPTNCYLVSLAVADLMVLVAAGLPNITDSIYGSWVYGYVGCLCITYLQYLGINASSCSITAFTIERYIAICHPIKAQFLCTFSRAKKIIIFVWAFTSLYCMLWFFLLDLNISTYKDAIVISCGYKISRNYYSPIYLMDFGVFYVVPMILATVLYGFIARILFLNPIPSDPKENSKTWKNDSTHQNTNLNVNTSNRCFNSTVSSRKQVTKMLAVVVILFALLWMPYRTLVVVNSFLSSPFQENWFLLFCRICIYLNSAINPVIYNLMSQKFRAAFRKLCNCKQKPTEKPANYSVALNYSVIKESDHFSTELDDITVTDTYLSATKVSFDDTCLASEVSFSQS
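Enhancer read-out: after compound pinning and an initial kinetic agonist-mode read, an EC20 of TRH (10 nM final) was injected and fluo-8 calcium signal (Ex 480/Em 530) followed at 1 s/cycle for 100 cycles in TRHR-expressing cells.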
D2 antag = antagonizes the human D2 dopamine receptor | HEK293 TREx D2 cells, calcium flux, dopamine EC80 | inhibition, % at 10 µM | 340,000 tested, 2% active | AID 485344; in the data active = inhibition above about 30%; also: 0% is about no effect
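Tetracycline-induced HEK293 T-REx cells expressing D2 force-coupled to calcium signalling were dye-loaded, exposed to compound for 180 s, then challenged with an EC80 of dopamine; calcium flux was followed kinetically for a further 180 s.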
D1 ag = activates the human D1 dopamine receptor; P21728; HEK293 T-REx D1 cells, calcium flux, agonist mode; activation, % at 2 µM; 360,000 tested, 1% active; AID 504660; also: 0% is about no effect
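Inducible HEK293 T-REx D1 cells, force-coupled to calcium signalling, were plated at 4000 cells/well with tetracycline and held overnight at 30 C. After no-wash calcium dye loading, compound-evoked calcium rise over 180 s flagged agonists.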
D1 antag = human D1 dopamine receptor antagonism; P21728; HEK293 TREx D1 cells, calcium flux, dopamine EC80; active compounds read low; activity change, negative = inhibition, % at 10 µM; 360,000 tested, 3.2% active; AID 504652; in the data active = activity change below about -30%; also: % is scaled to controls: 0 for no effect and ±100 for the full control effect
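Compound effects on dopamine-evoked calcium signalling were measured in tetracycline-induced HEK293 Trex D1 cells. Dopamine at EC80 followed a 180 s compound pre-read, and fluorescence was tracked kinetically for 180 s more.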
TRHR agonist = activates the human TRH receptor; P34981; TRHR cells, calcium flux fluo-8, FDSS agonist mode; activation, % at 2 µM; 360,000 tested, 0.18% active; also: 0% is about no effect
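Steps: seed TRHR cells overnight; add fluo-8 no-wash Ca dye, RT 30 min–1.5 h; record 10 s baseline; pin-transfer compounds; monitor fluorescence 1 cycle/s for the agonist window. Calcium increases flag candidate agonists.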
The depositor's hits bear a star; ? = inconclusive; . = no result given; & = joins results of further samples. Rule as the data show it, unless noted: active = activation above about 30%; inactive = the rest.

item	Structure	RXFP1 antagonist	D1 potentiator	D2 agonist	D2 PAM	TRHR PAM	D2 antag	D1 ag	D1 antag	TRHR agonist
1	CCOc1nc2ccccc2cc1C=O	-18	-3	0.4	-5	20	-4	1	17	0.2
2	CCc1ccc(CNC(=O)c2ccc(-c3nc(CSc4ccc(C)cc4)c(C)o3)cc2)cc1	.	-2	-0.2	0	0	.	5	0	0.6
3	COc1ccc(C(C(=O)NC2CCCCC2)N(C(=O)c2snc(C(N)=O)c2N)c2ccccc2OC)cc1 (configuration not stated)	-9	-9	-0.3	8	12	9	3	6	-0.4
4	Cc1cc(=O)[nH]c(SCC(=O)NN(c2ccccc2)c2ccccc2)n1	-7	-2	-2.5	2	-5	-8	0	26	-0.7
5	CNC(=S)N(C1=NCC(c2ccc([N+](=O)[O-])cc2)S1)c1ccccc1 (configuration not stated)	-34	-2	0.5	-11	-3	-8	5	7	2.4
6	COc1ccc(/C=C(\C#N)c2nc3ccccc3n2C)c(OC)c1	-6	-1	-2.1	1	8	.	16	-10	-0.8
7	N#CCCNCC1(c2ccccc2)CCCC1	-1	-6	1.2	.	1	-12	1	-5	0.9
8	Cn1nnnc1SCC(=O)c1ccc2c(c1)OCCO2	-4	-1	-0.1	0	-1	12	2	-5	0.7
9	CCOC(=O)c1c(C)[n+]([O-])c2ccc3c(non3O)c12	-2	-5	0.0	-4	-5	-7	2	-1	0.1
10	CCc1ccc2[nH]cc(C(=O)N3CCCCCC3)c(=O)c2c1	2	0	.	.	12	.	0	5	-0.2
11	CCOc1ccc(NC(=O)CN2C(=O)CSC2=O)cc1	0	1	-1.3	6	-6	-30	2	6	-0.8
12	Cc1cccc(-c2nc(CS(=O)CC(=O)NCc3ccco3)c(C)o2)c1 (configuration not stated)	4	-6	.	.	-4	.	0	12	-0.4
13	CC(C)(C)c1oc(C(=O)O)cc1CN1CCOCC1	-18	3	-0.3	-10	16	-8	2	-16	0.7
14	Cc1ccccc1OCCN1C(=O)NC2(CCc3ccccc32)C1=O (configuration not stated)	9	6	0.4	0	4	-12	-3	5	0.3
15	Cc1ccc(C(=O)NC(C)c2nc3ccccc3n2CC(=O)Nc2c(C)cc(C)cc2C)cc1 (configuration not stated)	.	-3	1.5	8	8	-9	1	3	0.5
16	COc1ccc(CCN2C(=S)NC3CC2(C)Oc2ccc([N+](=O)[O-])cc23)cc1OC (configuration not stated)	-7	-6	-0.3	20	-9	-20	3	-9	0.2
17	CC(=O)N1CCN(c2ccc(NCc3ccc(C)s3)cc2)CC1	-4	-6	0.9	12	3	50*	4	-12	-0.2
18	Cc1ccc2c(c1)c(C)cc[n+]2Cc1ccccc1	.	3	0.7	11	5	-6	4	8	-0.5
19	CCc1ccc(-n2c(O)c(C=NCCN(CC)CC)c(=O)[nH]c2=O)cc1	-10	-1	0.7	13	22	-17	1	20	1.7
20	Cc1cc(NCc2ccccn2)n2c(nc3ccccc32)c1C#N	.	-4	-1.8	11	-4	9	4	-15	-0.9
21	O=C(CN1CCOCC1)Nc1ccc(Oc2ccc(NC(=O)CN3CCOCC3)cc2)cc1	10	0	.	-3	2	.	3	-12	0.5
22	CCC1(C)CC(CCNS(=O)(=O)c2ccc(C)cc2)(c2ccc(C)cc2)CCO1 (configuration not stated)	-31	-2	1.5	-8	-5	-1	2	8	0.8
23	N#CC1(NC(=O)COC(=O)Cn2[nH]c(=O)c3ccccc3c2=O)CCCCC1	-11	-5	-0.1	-1	10	-13	2	-8	0.3
24	CC(=O)c1ccc(NC(=O)Cn2c(=O)oc3ccccc32)cc1	-12	-4	-0.5	-4	-7	14	1	-11	0.4

From compound 6 to 21, copied from above:
item	Structure	RXFP1 antagonist	D1 potentiator	D2 agonist	D2 PAM	TRHR PAM	D2 antag	D1 ag	D1 antag	TRHR agonist
6	COc1ccc(/C=C(\C#N)c2nc3ccccc3n2C)c(OC)c1	-6	-1	-2.1	1	8	.	16	-10	-0.8
7	N#CCCNCC1(c2ccccc2)CCCC1	-1	-6	1.2	.	1	-12	1	-5	0.9
8	Cn1nnnc1SCC(=O)c1ccc2c(c1)OCCO2	-4	-1	-0.1	0	-1	12	2	-5	0.7
9	CCOC(=O)c1c(C)[n+]([O-])c2ccc3c(non3O)c12	-2	-5	0.0	-4	-5	-7	2	-1	0.1
10	CCc1ccc2[nH]cc(C(=O)N3CCCCCC3)c(=O)c2c1	2	0	.	.	12	.	0	5	-0.2
11	CCOc1ccc(NC(=O)CN2C(=O)CSC2=O)cc1	0	1	-1.3	6	-6	-30	2	6	-0.8
12	Cc1cccc(-c2nc(CS(=O)CC(=O)NCc3ccco3)c(C)o2)c1 (configuration not stated)	4	-6	.	.	-4	.	0	12	-0.4
13	CC(C)(C)c1oc(C(=O)O)cc1CN1CCOCC1	-18	3	-0.3	-10	16	-8	2	-16	0.7
14	Cc1ccccc1OCCN1C(=O)NC2(CCc3ccccc32)C1=O (configuration not stated)	9	6	0.4	0	4	-12	-3	5	0.3
15	Cc1ccc(C(=O)NC(C)c2nc3ccccc3n2CC(=O)Nc2c(C)cc(C)cc2C)cc1 (configuration not stated)	.	-3	1.5	8	8	-9	1	3	0.5
16	COc1ccc(CCN2C(=S)NC3CC2(C)Oc2ccc([N+](=O)[O-])cc23)cc1OC (configuration not stated)	-7	-6	-0.3	20	-9	-20	3	-9	0.2
17	CC(=O)N1CCN(c2ccc(NCc3ccc(C)s3)cc2)CC1	-4	-6	0.9	12	3	50*	4	-12	-0.2
18	Cc1ccc2c(c1)c(C)cc[n+]2Cc1ccccc1	.	3	0.7	11	5	-6	4	8	-0.5
19	CCc1ccc(-n2c(O)c(C=NCCN(CC)CC)c(=O)[nH]c2=O)cc1	-10	-1	0.7	13	22	-17	1	20	1.7
20	Cc1cc(NCc2ccccn2)n2c(nc3ccccc32)c1C#N	.	-4	-1.8	11	-4	9	4	-15	-0.9
21	O=C(CN1CCOCC1)Nc1ccc(Oc2ccc(NC(=O)CN3CCOCC3)cc2)cc1	10	0	.	-3	2	.	3	-12	0.5

New compounds follow
item	Structure	RXFP1 antagonist	D1 potentiator	D2 agonist	D2 PAM	TRHR PAM	D2 antag	D1 ag	D1 antag	TRHR agonist
25	CCN1CCN(c2c(Cl)cccc2NC(=O)c2ccc3nsnc3c2)CC1	-7	0	-0.7	-16	-18	5	1	-7	0.1
26	Cc1ccc(OCC(=O)Nc2ccc(C)c(S(=O)(=O)N3CCCCC3)c2)c([N+](=O)[O-])n1	0	-8	-1.5	6	4	0	3	-9	0.4
27	Cn1c(=O)c2c(nc(NCc3ccco3)n2C)n(C)c1=O	-5	-4	-0.5	25	12	0	1	-23	0.1
28	CC(C)(C)OC(=O)N1Cc2cc3ccccc3nc2C1CO (configuration not stated)	-9	-2	0.7	-2	3	-6	1	-6	1.1
29	Cc1nnc(SCC(=O)N2c3ccccc3C(C)(c3ccccc3)CC2(C)C)s1 (configuration not stated)	.	2	-1.0	2	2	7	0	17	-0.6
30	COc1nc2ccccc2nc1N1CCN(Cc2ccc3c(c2)OCO3)CC1	?	-3	-1.2	-27	-3	51*	10	7	-0.5
31	N=C(N)SCc1ccc(Cl)cc1Cl	-4	2	-1.9	17	1	-8	34*	6	-2.6
32	CN(C)c1ccc(/C=C(/C(=O)c2ccc(Cl)cc2Cl)n2cncn2)cc1	-25	0	.	.	4	.	200*	-50*	75*
33	COc1ccc(C(=O)N2CCCC(c3ccccc3)C2)cc1 (configuration not stated)	5	1	0.5	0	1	6	0	-12	-0.6
34	C=CCn1c(SCC(=O)c2ccc(NS(=O)(=O)c3ccccc3)cc2)nnc1-c1cccs1	-23	-3	-0.6	13	17	-9	2	1	-1.1
35	O=C(c1ccc2nccnc2c1)N1CCN(c2cccc(C(F)(F)F)c2)CC1	-9	1	0.0	-4	31*	0	-1	20	0.0
36	COc1cccc(NC(=O)CSc2ncc(S(=O)(=O)c3ccccc3)c(=O)[nH]2)c1	-5	-3	-0.6	6	0	-5	2	3	0.0
37	COCC(=O)Nc1cc(C(=O)Nc2ccccc2)ccc1Cl	.	-4	0.3	-5	-3	-14	1	-11	1.7
38	COC(=O)CCC(=O)NC1CC(C)(C)Cc2c1cnn2-c1ccccc1 (configuration not stated)	-4	-4	-0.7	-5	-5	6	3	-19	-0.2
39	CCOc1cc(/C=N/NC(=O)CCCC(=O)NC2CCCCC2)ccc1O	15	-5	-0.8	5	-7	1	0	-16	-0.1
40	O=C(COc1ccc([N+](=O)[O-])cc1)NNC(=O)Nc1cccc(F)c1	-8	-2	-0.3	0	-3	2	3	-4	0.0
41	Cc1noc(C)c1C(=O)NC(C)c1ccc(Cl)cc1Cl (configuration not stated)	1	3	3.0	2	-1	0	3	-4	-0.1
42	Cc1ccccc1NC(=O)c1ccc(F)c(S(=O)(=O)N2CCN(c3ccccc3F)CC2)c1	-18	0	0.1	7	1	.	1	2	0.6
43	CCn1c(SCc2ccc(C(=O)OC)o2)nc2sc3c(c2c1=O)CCCC3	-9	-8	-0.2	-2	8	-12	3	-2	-0.4
44	CCS(=O)(=O)N1CCC(C(=O)NCCCN2CCN(c3ccccc3F)CC2)CC1	9	-13	69*	-18	-2	86*	0	-75*	-0.3
45	CN(C)C(CNC(=O)CCCc1c[nH]c2ccccc12)c1ccco1 (configuration not stated)	-10	-1	0.2	-6	6	8	5	-28	0.1
46	Cc1ccc(CN(CC2CCCO2)C(=O)CN2C(=O)C(C(C)C)Oc3ccccc32)o1 (configuration not stated)	0	-1	-1.3	1	-14	4	0	-6	-0.1
47	O=C(CSc1nccc(=O)[nH]1)c1ccccc1Br	-7	-3	0.5	7	-4	12	5	1	0.2
48	Cc1nn(C)c(Cl)c1CN1CCC(CO)(CCOc2ccccc2)CC1	-6	0	0.7	-8	3	7	8	-2	0.9

3 compounds out of the list, arranged by count of non-hydrogen atoms, ascending.
item	Structure	RXFP1 antagonist	D1 potentiator	D2 agonist	D2 PAM	TRHR PAM	D2 antag	D1 ag	D1 antag	TRHR agonist
40	O=C(COc1ccc([N+](=O)[O-])cc1)NNC(=O)Nc1cccc(F)c1	-8	-2	-0.3	0	-3	2	3	-4	0.0
48	Cc1nn(C)c(Cl)c1CN1CCC(CO)(CCOc2ccccc2)CC1	-6	0	0.7	-8	3	7	8	-2	0.9
39	CCOc1cc(/C=N/NC(=O)CCCC(=O)NC2CCCCC2)ccc1O	15	-5	-0.8	5	-7	1	0	-16	-0.1

Later entries
item	Structure	RXFP1 antagonist	D1 potentiator	D2 agonist	D2 PAM	TRHR PAM	D2 antag	D1 ag	D1 antag	TRHR agonist
49	CCN1CCN(c2sc(S(C)(=O)=O)nc2S(=O)(=O)c2ccc(Cl)cc2)CC1	-15	-6	.	.	-4	.	4	-30	0.1
50	CCN(c1ccc(OC)cc1)S(=O)(=O)c1nnc(NC(=O)COc2ccc(F)cc2)s1	?	0&-3	-0.1&0.5	-9&-7	5&-1	25	1&3	-3&1	-0.6&0.4
51	CCC(C)NC(=O)c1cnn2c1NC(c1ccc3c(c1)OCO3)CC2C(F)(F)F (configuration not stated)	-11	-6	0.5	-8	-3	5	0	4	0.0
52	Cc1cccc(CN2CCc3nc(N4CCN(c5ccccn5)CC4)ncc3C2)c1	-7	0	.	-19	15	.	-1	-10	-0.8

Screens deposited in PubChem BioAssay by National Center for Advancing Translational Sciences (NCATS).
